# TDP43 rescue: inhibitors of TDP-43 toxicity in yeast; TDP-43 expressing yeast growth rescue, BacTiter-Glo, 24 h; Potency, µM (titrated, usually from 46.1 µM), for the others: at the top dose growth rescue (activation), most hits filed as activators; 410,000 compounds, 1.8% hits; further: % of control where 0% means no effect; nearly all actives have a fitted effect of over 50% in size
#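 Luminescence from BacTiter-Glo reports growth of TDP-43-expressing yeast after 24 hr at 30 deg C with compound. Cells were raffinose-pregrown to mid-log, then seeded in galactose medium at OD600=0.02.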
# GLP1R cytotox: cytotoxic in the GLP-1 receptor inverse agonist counter-screen | HEK293 cAMP-luciferase reporter cells, luminescence, 24 h | Potency, µM (top dose mostly 38.3 µM), without a hit: top-dose activity change, negative = inhibition, actives largely listed as inhibitors | 410,000 compounds, 0.13% hits;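 further: loss of luciferase light is scored as toxicity; on the % scale 0 is the no-effect control and ±100 the full control effect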
#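 Cells in DMEM/10% Nu serum/1% pen-strep, 1536-well format. Pre-incubated 12 h, dosed with 23 nL compound, incubated a further 24 h. Luciferase detection, 12 min at room temp, luminescence.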
# KB-V1 cytotox: KB-V1 MDR subline cytotoxicity; KB-V1 MDR cells viability, CellTiter-Glo, 72 h; Potency, µM (highest dose often 46.1 µM), without a hit: at the highest dose activity change, negative = cytotoxicity, actives largely listed as cytotoxic; 400,000 compounds, 3.4% hits; AID 1347076; further: on the % scale 0 is the no-effect control and ±100 the full control effect; nearly all actives have a fitted effect of over 60% in size
#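 Drug-selected KB-V1 cells, grown in DMEM lacking phenol red with 10% FBS, receive compound titrations; after three days at 37 degrees C, surviving cell ATP is quantified by CellTiter-Glo luminescence and responses normalized and curve-fitted.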
# HT1080-NT tox: kills 2HG-producing HT-1080-NT fibrosarcoma cells | HT-1080-NT fibrosarcoma viability, CellTiter-Glo ATP luminescence, 48 h | Potency, µM (series often up to 46.1 µM), inactives show at the top dose activity, negative = less viability, actives largely listed as cytotoxic | 360,000 compounds, 1.6% hits;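 further: NT is the 2HG producing partner of a matched IDH1 knockdown line; 0% = DMSO-treated cells and -100% = media-only wells without cells; nearly all actives have a fitted effect of over 55% in size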
#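 Viability by CellTiter-Glo luminescence after 48 h compound exposure at 37C of HT-1080-NT cells (750/well, RPMI, 5% FBS). % activity scaled between DMSO wells and medium-only wells, then curve-fitted and categorized by curve class.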
# GLP1R ag: GLP-1 receptor (human) agonism; Potency, µM (titrated, usually from 45.6 µM), inactives show at the top dose activation, usual class: activators; AID 624172; P43220; HEK293 GLP-1R CRE-luciferase, luminescence, 4-6 h; cells express a hypersensitive GLP-1R form; 380,000 compounds, 0.007% hits; further: % of control where 0% means no effect
# Target sequence (P43220 whole entry, looked up): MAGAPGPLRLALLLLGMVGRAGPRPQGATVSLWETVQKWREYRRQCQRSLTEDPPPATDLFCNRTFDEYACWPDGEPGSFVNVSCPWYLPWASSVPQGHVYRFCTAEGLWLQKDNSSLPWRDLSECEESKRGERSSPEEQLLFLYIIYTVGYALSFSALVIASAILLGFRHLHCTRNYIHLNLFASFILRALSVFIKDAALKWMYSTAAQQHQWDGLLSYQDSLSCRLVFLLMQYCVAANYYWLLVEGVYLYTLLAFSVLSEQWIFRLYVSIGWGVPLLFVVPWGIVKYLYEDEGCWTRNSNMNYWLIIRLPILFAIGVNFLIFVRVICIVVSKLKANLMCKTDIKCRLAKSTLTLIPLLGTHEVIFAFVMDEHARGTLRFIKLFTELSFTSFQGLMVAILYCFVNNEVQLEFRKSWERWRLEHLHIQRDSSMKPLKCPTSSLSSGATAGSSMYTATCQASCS
# GLP1R inv ag: GLP-1 receptor (human) inverse agonism; 410,000 compounds, 1.6% hits; HEK293 GLP-1R CRE-luciferase, luminescence, 24 h; GLP-1R form is constitutively active; Potency, µM (doses to about 38.3 µM), inactives show at the top dose activity change, negative = inhibition, most hits filed as inhibitors; P43220; further: on the % scale 0 is the no-effect control and ±100 the full control effect; nearly all actives have a fitted effect of over 55% in size
#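 HEK293 cells stably co-expressing a cAMP-responsive luciferase reporter and constitutively active GLP-1R were seeded, incubated 12 h, then exposed to compounds for 24 h at 37 C. Luminescence was read 12 min after detection reagent; inverse agonists lower signal.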
# HT1080 IDH1KD tx: kills HT-1080 cells with IDH1 knockdown | 360,000 compounds, 2% hits | HT-1080 IDH1 knockdown viability, ATP luminescence, 48 h | AID 686971 | Potency, µM (doses to about 46.1 µM), without a hit: at the top dose activity, negative = toxicity, actives largely listed as cytotoxic;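 further: 0% = DMSO wells and -100% = cell-free medium wells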
#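 Cytotoxicity counter-line: IDH1KD HT-1080, 48 h, CellTiter-Glo. Curves classed by r2, magnitude and activity.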
# SW480 rereplic: DNA re-replication induction in SW480 cells; SW480 DNA re-replication, Hoechst DNA content imaging, 48 h; Potency, µM (top dose mostly 46.1 µM), for inactives: at the top dose re-replication activation, most hits filed as activators; 340,000 compounds, 1.8% hits; further: % of control where 0% means no effect; nearly all actives have a fitted effect of over 55% in size
#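 First, 250 cells per well were seeded. Next, compound or vehicle (23 nL) was pinned in, plates sat 48 hr at 37 C. Finally Hoechst was added for 40 min before fluorescence scanning.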
# KB-3-1 cytotox: kills parental KB-3-1 adenocarcinoma cells. 400,000 compounds, 1.4% hits. KB-3-1 viability, CellTiter-Glo ATP luminescence, 72 h. Potency, µM (highest dose often 46.1 µM), for inactives: at the highest dose activity change, negative = cytotoxic, usual class: cytotoxic. AID 1347075; further: on the % scale 0 is the no-effect control and ±100 the full control effect; nearly all actives have a fitted effect of over 60% in size
#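 Parental KB-3-1 adenocarcinoma cells in phenol-red-free DMEM with 10% FBS were pin-treated with compounds at several concentrations, incubated 72 h at 37 °C, and viability read by CellTiter-Glo luminescence; concentration-effect curves were fitted after normalization.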
# Numbers without * were called inactive; ? = inconclusive; / = no result given; & = joins results of further samples; [ ] = dose if it differs, or a comment. The call rests on the fitted dose curve; in most records, active means well fitted curve in the direction sought with a large enough effect; inconclusive means small, poorly fitted or top-dose-only effect, or another doubt; inactive means no such curve, though single readings can be large; an effect the other way counts as inactive or inconclusive. Potency means the concentration at half of the fitted maximal effect.
SMILES,TDP43 rescue,GLP1R cytotox,KB-V1 cytotox,HT1080-NT tox,GLP1R ag,GLP1R inv ag,HT1080 IDH1KD tx,SW480 rereplic,KB-3-1 cytotox
COc1ccc(NC(=O)CCNC(=O)Cn2cnc3ccccc3c2=O)cc1OC,19%,-5%,17%,19%,4%,11%,18%,-6%,29%
CCCc1c(-c2ccccc2Br)ncn1Cc1ccccc1OC,0%,-28%,?,?,3%,?,?,/,?
O=C(O)Cc1csc(-c2ccc(F)cc2)n1,20%[9.22 µM],3%,0%,4%,-1%,-1%,11%,-9%,14%
COc1cc(C(=O)OC2CCN(C)CC2)cc(OC)c1OC,-6%,14%,-11%,2%,-8%,-24%,1%,-9%,12%
CCc1ccc(C(=O)NC2CCCCC2)s1,-2%,7%,?,21%,5%,-9%,4%,-4%,-6%
Cc1ccsc1C(=O)OCC(=O)N1CCc2ccccc2C1,6%,-4%,-24%,19%,7%,?,1%,4%,6%
C=C(CCO)C1=CCN(S(=O)(=O)C(C)(C)C)[C@@H]1CCO,18%,-13%,0%,5%,-5%,12%,4%,-2%,0%
CSc1nc(N)n2nccc2n1,?,-13%,-2%,2%,7%,7%,-1%,/,0%
O=C(CC1(c2ccc(Cl)cc2)C2CC3CC(C2)CC1C3)NCCO (configuration not stated),0%,-8%,-10%,-28%,4%,-23%,?,2%,-1%
CC(=O)c1ccc(N2CCN(C(C)C(=O)Nc3ccc4c(c3)OCCO4)CC2)cc1 (configuration not stated),10%,-2%,-13%,13%,12%,14%,2%,-3%,0%
CCOC(=O)C1CCCN(CCC(=O)Nc2cc(C)cc(C)c2)C1 (configuration not stated),-19%,-9%,-28%,-2%,5%,-16%,4%,-1%,3%
O=C(CNC(=O)c1ccc(Cl)cc1Cl)OCC(=O)N1CCCC1=O,6%,0%,-4%,8%,-2%,17%,10%,-9%,0%
C[C@H]1CN([C@@H](C)CO)C(=O)c2cc(NC(=O)C3CCCCC3)ccc2O[C@H]1CN(C)CC1CCCCC1,12%,-2%,27%,-1%,7%,1%,-1%,-7%,-2%
Cc1c(Cl)cccc1NC(=S)N(CCN(C)C)C(C)c1ccccn1 (configuration not stated),-2%,5%,-12%,-1%,1%,?,-2%,5%,19%
COC(=O)c1ccc(OCc2cc(=O)n3ccsc3n2)cc1,-5%,21%,0%,-11%,0%,14%,-31%,5%,-17%
CC(=O)c1ccc(N(CC(=O)NC2CCCC2)C(=O)CNC(=O)c2ccco2)cc1,5%,-16%,0%,-8%,0%,-7%,1%,-10%,5%
COC(=O)C1CCN(C(=O)COC(=O)c2cc(-c3ccccc3)nc3ccc(OC)cc23)CC1,?,92%[activator],18%,-5%,6%,?,-16%,?,0%
COCCN(Cc1ccccc1)C(=O)c1cc(S(=O)(=O)N2CCCCCC2)ccc1OC,17%,0%,?,-3%,-1%,?,3%,-5%,2%
CC(=O)Nc1cccc(-c2ccnc3c2CC(C)(C(=O)NCc2ccco2)O3)c1 (configuration not stated),5%,-10%,-1%,?,3%,?,?,/,-6%
CCOC(=O)C1=CC[C@@H](c2cccc(C)c2)N(S(=O)(=O)c2ccc(C)cc2)[C@H]1C(=O)OCC,9%,-13%,?,-12%,3%,?,-18%,-14%,?
COc1ccc(/C(C)=N/OCC(=O)Nc2nc3ccccc3s2)cc1OC,-3%,3%,15µM*,8%,28%,50%[activator],-3%,-115%[inhibitor],?
Cn1c(=O)c(=O)n(C)c2cc(S(=O)(=O)CCC(=O)Nc3ccc(F)cc3)ccc21,0%&20%,10%&0%,-5%,-17%,-3%,5%&11%,-1%,-8%,8%
CCCNC(=O)Nc1nc(C(N)c2ccc(OC)cc2)cs1 (configuration not stated),-4%,1%,6%,24%,-4%,28%,4%,/,0%
O=C(NCc1ccccc1)C(c1ccc(-c2ccccc2)cc1)N1CCN(C(=O)C2CCCO2)CC1 (configuration not stated),16%,-27%,?,-21%,/,?,?,/,?
CC1CCN(S(=O)(=O)c2cccc(C(=O)N3CCN(c4ccc(F)cc4)CC3)c2)CC1,-8%,-5%,?,?,6%,?,-23%,10%,?
CC1CC(C)CN(C(=O)COC(=O)c2cc(S(=O)(=O)N3CCOCC3)ccc2F)C1 (configuration not stated),8%,-3%,2%,1%,-11%,-9%,-1%,6%,1%
C/C(CCc1ccccc1)=N\NC(=O)c1ccc(CN2CCOCC2)cc1,-1%,-2%,6%,2%,6%,0%,5%,-6%,2%
CCCCC1CC2=C(C(=O)OC(C)(C)O2)C(c2cccc3ccccc23)O1 (configuration not stated),?,1%,-5%,?,-6%,?,?,/,0%
COc1ccc(-c2cc(C(F)F)n3ncc(C(=O)Nc4c(C)n(C)n(-c5ccccc5)c4=O)c3n2)cc1,17%,-4%,-24%,-6%,4%,15%,-4%,-1%,1%
COC(=O)C(C(=O)Nc1cccc(C)n1)C1CCCCCC1 (configuration not stated),6%,0%,-21%,-5%,1%,?,-8%,0%[9.22 µM],26%

# An excerpt from above in order of the GLP1R ag value, low to high.
canonical_smiles	GLP1R ag
CCCNC(=O)Nc1nc(C(N)c2ccc(OC)cc2)cs1 (configuration not stated)	-4%
COCCN(Cc1ccccc1)C(=O)c1cc(S(=O)(=O)N2CCCCCC2)ccc1OC	-1%
CC(=O)c1ccc(N(CC(=O)NC2CCCC2)C(=O)CNC(=O)c2ccco2)cc1	0%
CCOC(=O)C1=CC[C@@H](c2cccc(C)c2)N(S(=O)(=O)c2ccc(C)cc2)[C@H]1C(=O)OCC	3%
COc1ccc(-c2cc(C(F)F)n3ncc(C(=O)Nc4c(C)n(C)n(-c5ccccc5)c4=O)c3n2)cc1	4%
CC1CCN(S(=O)(=O)c2cccc(C(=O)N3CCN(c4ccc(F)cc4)CC3)c2)CC1	6%

# (further entries)
SMILES,TDP43 rescue,GLP1R cytotox,KB-V1 cytotox,HT1080-NT tox,GLP1R ag,GLP1R inv ag,HT1080 IDH1KD tx,SW480 rereplic,KB-3-1 cytotox
CCN1CCC(CN2CCNC2=S)CC1,19%,-1%,0%,13%,1%,3%,14%,16µM*,13%
CCCc1ccc2oc(C(=O)N3CCC(O)CC3)c(C)c2c1,14%,-12%,-9%,-10%,17%,?,-20%,21%,2%
CCN(CCCNC(=O)CC(C(=O)N1CCc2ccccc21)n1ccnc1)c1ccccc1 (configuration not stated),-19%,-24%,-4%,3%,-4%,7%,-15%,-8%,-7%
Fc1ccccc1CN1CCCCCCC1,-7%,2%,6%,7%,-3%,5%,-1%,2%,1%
Cn1c(Cn2c(=O)sc3ccccc32)nnc1SCC(=O)NCc1ccc2c(c1)OCO2,0%,2%,?,1%,-1%,7%,1%,-4%,1%
CCOc1ccc2nc(SCC(=O)Nc3nonc3C)[nH]c2c1,-3%,9%[7.66 µM],-24%,-9%,-1%,-5%[7.66 µM],7%,0%,2%
CC(C)c1ccc2oc(=O)cc(CN3CCN(Cc4ccccc4)CC3)c2c1,9%,-14%,27%,-2%,5%,4%,4%,-7%,4%
Cc1ccc(C(=O)NC(C)c2ccccc2)cc1Br (configuration not stated),-6%,16%,?,5%,4%,?,4%,0%,2%
COc1ccc(/C=N/NC(=O)c2cccnc2)cc1CN1CCN(c2ccc(F)cc2)CC1,-9%,-4%,?,-3%,15%,-19%,-4%,-6%,-3%
CCOC(=O)C1C(=O)CC(C)(O)C(C(=O)OCC)C1c1cccs1 (configuration not stated),0%,-22%,-6%,9%,-3%,2%,8%,-2%,8%
COc1cc2c3nnc(-c4ccc(F)cc4)c-3cn(Cc3cccc(F)c3)c2cc1OC,17%,68%[activator],7%,?,23%,17%,-28%,6.5µM*,?
CCNC(=S)NNC(=O)c1ccccc1Cl,5%,-12%,2%,12%,3%,0%,11%,-38%[inhibitor],14%
COC(=O)c1ccc(NC(=O)C2CCCN2C(=O)OCc2ccccc2)cc1 (configuration not stated),-16%,6%,-1%,-8%,4%,2%,-10%,10%,11%
CCOC(=O)C1CCN(C(=O)c2ccc3c(c2)S(=O)(=O)c2ccccc2C3=O)CC1,28%,-4%,19%,-1%,24%,13%,-1%,-17%,9%
Cc1ccc(C(=O)NCCNC(=O)COc2ccccc2Cl)cn1,-6%,-5%,-1%,0%,12%,-11%,2%,-10%,7%
O=C(Nc1ccc(C(=O)O)cc1)/C(=C\c1ccccc1)NC(=O)c1ccco1,-7%,3%,7%,12%,-1%,4%,0%,-4%,9%
CCN(c1ccccc1)S(=O)(=O)c1ccc(C(=O)NCc2ccccn2)cc1,1%,14%,-9%,-1%,4%,?,-8%,9%,-17%
CCCCN1C[C@H](CSC)[C@@H](CC(=O)Nc2ccc(Br)cc2)C1=O,22%,-2%,?,0%,16%,?,-1%,/,2%
CCOC(=O)C1=c2/c(=C/c3ccncc3)c(N)c(C(=O)OC)n2C(=O)C(c2ccncc2)S1 (configuration not stated),-4%,-6%,8%,19%,-13%,10%,7%,-1%,20%
Cc1cccc(C)c1NC(=O)C(NC(=O)c1ccccn1)c1ccc([N+](=O)[O-])cc1 (configuration not stated),-14%,-20%,-2%,-4%,-6%,-34%,-1%,13%,-21%
CCn1cc(CN2CCC(C(=O)Nc3ccc(Oc4ccccc4)nc3)CC2)cn1,18%,25%,/,-7%,-15%,-11%,6%,-4%,/
C[C@H](CO)N1C[C@H](C)[C@@H](CN(C)Cc2ccncc2)OCCCC[C@H](C)Oc2ccc(NC(=O)CCCN(C)C)cc2C1=O,3%,-8%,-1%,-2%,-6%,-6%,0%,/,0%

# Part of the list above in order of SMILES length, low to high:
SMILES,TDP43 rescue,GLP1R cytotox,KB-V1 cytotox,HT1080-NT tox,GLP1R ag,GLP1R inv ag,HT1080 IDH1KD tx,SW480 rereplic,KB-3-1 cytotox
CCn1cc(CN2CCC(C(=O)Nc3ccc(Oc4ccccc4)nc3)CC2)cn1,18%,25%,/,-7%,-15%,-11%,6%,-4%,/
O=C(Nc1ccc(C(=O)O)cc1)/C(=C\c1ccccc1)NC(=O)c1ccco1,-7%,3%,7%,12%,-1%,4%,0%,-4%,9%
CCOC(=O)C1=c2/c(=C/c3ccncc3)c(N)c(C(=O)OC)n2C(=O)C(c2ccncc2)S1 (configuration not stated),-4%,-6%,8%,19%,-13%,10%,7%,-1%,20%

# The order is random. Share with any hit: about 9.4%.
